# TRPC4 act: TRPC4 (mouse) channel activation. Q9QUQ5. HEK293 TRPC4beta/mu-opioid, Fluo4 calcium fluorescence; active compounds read high. B-score at 10 µM. 310,000 tested, 0.49% active. AID 2237;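 active = B-score above 5 SD of library B-scores, and initial fluorescence ratio not above library mean plus 5 SD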;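 also: positive B-score marks a calcium rise read as TRPC4 activation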
# Target sequence (Q9QUQ5 whole entry, looked up): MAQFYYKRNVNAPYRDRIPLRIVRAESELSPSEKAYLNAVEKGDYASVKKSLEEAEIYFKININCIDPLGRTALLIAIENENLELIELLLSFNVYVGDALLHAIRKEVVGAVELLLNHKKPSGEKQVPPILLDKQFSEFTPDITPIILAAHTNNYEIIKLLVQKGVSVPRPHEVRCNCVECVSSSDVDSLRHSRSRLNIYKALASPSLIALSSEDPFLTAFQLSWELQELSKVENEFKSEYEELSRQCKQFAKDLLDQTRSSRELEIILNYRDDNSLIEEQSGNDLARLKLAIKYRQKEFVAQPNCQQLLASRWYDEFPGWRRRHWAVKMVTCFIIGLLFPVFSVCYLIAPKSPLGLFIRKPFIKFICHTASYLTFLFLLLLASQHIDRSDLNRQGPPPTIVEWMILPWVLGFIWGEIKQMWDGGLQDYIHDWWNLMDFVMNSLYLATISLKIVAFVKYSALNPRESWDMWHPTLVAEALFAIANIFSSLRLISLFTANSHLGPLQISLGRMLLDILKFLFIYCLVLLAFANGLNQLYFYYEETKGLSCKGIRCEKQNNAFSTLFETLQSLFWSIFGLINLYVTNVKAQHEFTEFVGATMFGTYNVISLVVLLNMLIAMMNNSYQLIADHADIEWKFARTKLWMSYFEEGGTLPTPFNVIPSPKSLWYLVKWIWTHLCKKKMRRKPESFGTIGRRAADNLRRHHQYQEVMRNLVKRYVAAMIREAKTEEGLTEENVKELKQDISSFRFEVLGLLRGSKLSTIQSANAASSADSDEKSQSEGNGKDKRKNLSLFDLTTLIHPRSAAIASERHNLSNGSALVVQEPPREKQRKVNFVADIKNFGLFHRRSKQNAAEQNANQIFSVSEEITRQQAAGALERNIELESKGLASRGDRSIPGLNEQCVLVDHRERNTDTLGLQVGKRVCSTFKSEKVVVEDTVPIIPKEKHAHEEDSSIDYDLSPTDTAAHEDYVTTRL
#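 Assay system: HEK293 stable line with TRPC4beta plus mu-opioid receptor. Times: dye 45 min RT, read 110 s. Measured by: kinetic Fluo4 calcium fluorescence. Measure: B score of integrated ratio. Controls: assay buffer as low control, maximal DAMGO as high control.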
# TRPC4 PAM: allosteric potentiators of mouse TRPC4 channel; B-score at 10 µM; Q9QUQ5; AID 2227; HEK293 TRPC4beta/mu-opioid, DAMGO EC20, Fluo-4 Ca2+ flux; active compounds read high; 310,000 tested, 0.42% active;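 active = B-score of calcium response area above 5 SD of library B-scores, with initial fluorescence ratio within 5 SD of library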;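 also: B-score of integrated fluorescence ratio over time as area under calcium response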
# MrgX1 antag: blocks BAM8-22 activation of human MrgX1 receptor; Q96LB2; B-score at 10 µM; 310,000 tested, 1.3% active; MRGX1-HEK293 calcium flux, Fluo-4, BAM8-22 antagonism; active compounds read low;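 active = calcium-response B-score plate-corrected more than 3 library SD below zero, starting fluorescence within 5 deviations, no agonist response on first addition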;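 also: peak minus trough fluorescence over baseline after final BAM8-22 challenge near maximal dose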
# SKKanGAS inh: blocks kanamycin growth of S. pyogenes SKKanGAS strain; BacTiter-Glo, 6 h; inhibition, % at 7.5 µM; 300,000 tested, 1.3% active; AID 1662;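 active = mean replicate score, as percent of positive control median, at least 50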;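 also: strain carries kanamycin resistance gene driven by streptokinase promoter and grows in 40 µg/ml kanamycin; loss of luminescence reflects streptokinase promoter inhibition or plain growth inhibition; 0% = median of DMSO wells and 100% = positive control at its reference dose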
# TRPC4 inh: inhibitors of mouse TRPC4 channel | Q9QUQ5 | HEK293 TRPC4beta/mu-opioid, DAMGO-evoked Fluo4 calcium flux; active compounds read low | B-score at 10 µM | 300,000 tested, 0.39% active | AID 2247;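 active = B-score over 3 SD under the library average, no early fluorescence shift, positive overall ratio signal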
#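 Assay system – HEK293 line stably carrying TRPC4beta and mu-opioid receptor · Doses – single dose · Detection – Fluo4 calcium-dye fluorescence, kinetic read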
# TMEM16A inh: mouse TMEM16A channel inhibition, primary screen. HEK293 TMEM16A/YFP iodide influx fluorescence, ionomycin. 310,000 tested, 1.2% active. Q8BHY3. normalized B-score (activity score, 25-100; higher = stronger inhibition) at 10 µM;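 active = ratio plate-corrected score three or more library SD toward inhibition, starting fluorescence score within five deviations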;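 also: score derived from kinetic fluorescence span divided by baseline fluorescence per well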
# MrgX1 PAM: human MrgX1 positive allosteric modulation, primary screen. Q96LB2. MrgX1-HEK293, Fluo-4 calcium flux, FDSS; active compounds read high. 310,000 tested, 0.63% active. B-score at 10 µM;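 active = plate-corrected calcium response at least 3 library SD above typical, normal starting fluorescence, not activating the receptor alone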;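 also: compound read alongside a low EC10 to EC30 dose of BAM8-22 agonist; peak minus trough fluorescence over baseline measured at the second addition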
# TRPC6 activator: activates the mouse TRPC6 cation channel; Q61143; HEK293-TRPC6 membrane potential dye fluorescence; active compounds read high; B-score at 10 µM; 310,000 tested, 0.13% active;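 active = B-score of the integrated fluorescence ratio above library mean plus 3 SD, and starting fluorescence ratio within library mean plus 5 SD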;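 also: higher score means more depolarization so channel activation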
# TRPC6 inh: blocks the mouse TRPC6 cation channel. HEK293-TRPC6, membrane potential dye, ACh-evoked depolarization; active compounds read low. B-score at 10 µM. Q61143. 310,000 tested, 1.1% active;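 active = B-score under library mean minus 3 SD, initial fluorescence not abnormally high, positive integrated signal ratio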;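 also: B-score derived from integrated fluorescence ratio over the kinetic read; more negative B-score means stronger inhibition of depolarization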
# MrgX1 agonist: agonists of human MrgX1 receptor; MrgX1-HEK293 cells, Fluo-4 calcium fluorescence, agonist mode; active compounds read high; B-score at 10 µM; 310,000 tested, 0.44% active; AID 588627;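 active = calcium response B-score plate-corrected fluorescence ratio at least 3 library SD, with starting fluorescence B-score inside 5 SD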
#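 Test system: HEK293 cells stably expressing human MrgX1 receptor; Input: fifteen thousand cells per well; Dosing: compound delivered in addition one of three; Schedule: overnight seeding, then 1 h dark dye loading; Technique: Fluo-4 NW calcium fluorescence; Measure: B-scored fluorescence response ratio; Controls: positive and negative controls per plate.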
# TMEM16A act: activators or potentiators of mouse TMEM16A chloride channel | B-score at 10 µM | AID 623877 | 340,000 tested, 0.3% active | HEK293 TMEM16A/YFP-H148Q/I152L, iodide quench fluorescence; active compounds read low | Q8BHY3;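 active = fluorescence-ratio B-score plate-corrected deviation score at least 3 library SD below zero, with starting fluorescence score within 5 deviations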;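 also: channel opened by trigger with iodide after compound preincubation; score built on the fluorescence ratio of max minus min over baseline; more negative score means more quench and so TMEM16A activation or potentiation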
# * marks the source's active call; other numbers are inactive results; i = inactive; / = not tested or not shown.
SMILES,TRPC4 act,TRPC4 PAM,MrgX1 antag,SKKanGAS inh,TRPC4 inh,TMEM16A inh,MrgX1 PAM,TRPC6 activator,TRPC6 inh,MrgX1 agonist,TMEM16A act
CCn1cnc2c1c(=O)n(CC(=O)OC)c(=O)n2Cc1ccccc1,i,i,i,-4.6,i,i,i,i,i,i,/
CC(CN(C)Cc1ccccc1)OC(=O)c1cccs1 (stereo unspecified),i,i,i,5.9,i,i,i,i,i,i,i
O=C(Nc1cccc([N+](=O)[O-])c1)Nc1ccc2c(c1)CCC2,i,i,i,5.4,i,i,i,i,i,i,i
CC1(C(=O)Nc2cccc(S(=O)(=O)N3CCOCC3)c2)Cc2ccccc2C(=O)O1 (stereo unspecified),i,i,i,0.1,i,i,i,i,i,i,i
CC(C)Cn1c(N)c(S(=O)(=O)c2cccs2)c2nc3ccccc3nc21,i,i,/,2.9,i,/,/,i,i,/,i
CCCC(=O)c1c(C)c2ccccc2n1C,i,i,i,1.4,i,i,i,i,i,i,i
Cc1cc2cccc(C)c2nc1SCC(=O)NNC(=O)c1ccco1,i,i,i,1.2,i,i,11.8*,i,i,i,i
CCNS(=O)(=O)c1ccc(CCC(=O)N2CCc3ccccc3C2)cc1,i,i,i,-1.6,i,i,i,i,i,i,i
COc1ccc([N+](=O)[O-])cc1N(CC1CO1)S(=O)(=O)c1ccc(C)cc1 (stereo unspecified),i,i,i,2.8,i,i,i,i,i,i,i
Cc1cccc(N2CCN(CC(=O)NCc3ccccc3)CC2)c1C,i,i,i,0.3,i,i,i,i,i,i,i
NC(=NCCc1c[nH]c2ccccc12)NS(=O)(=O)c1ccc2ccccc2c1,i,i,i,-3.5,i,i,i,i,i,i,i
CCCOc1ccc(C2c3c(oc4cc(C)c(C)cc4c3=O)C(=O)N2CCCN2CCOCC2)cc1 (stereo unspecified),i,i,i,-8.2,i,i,i,i,i,i,i
CC(C)Oc1cc(NC(=O)CSCC(=O)Nc2cccc(C(F)(F)F)c2)c(Cl)cc1Cl,i,i,i,7.2,i,i,i,i,i,i,i
Clc1cccc(NCc2ccccc2)n1,i,i,i,-14.1,i,i,i,i,i,i,i
Cc1nc2ccccc2c(=O)n1CCCO,i,i,i,15.7,i,i,i,i,i,i,i
C=CCn1c(SCc2ccccc2F)nc2cc(C(=O)O)ccc2c1=O,i,i,i,8.2,i,i,i,i,i,i,i
O=C(CSc1nnc(Cc2ccccc2)o1)NCc1ccco1,i,i,i,6.5,i,i,i,i,i,i,i
COc1ccc(-n2c(CCc3ccccc3)nnc2SCC(=O)c2ccccc2)cc1,i,i,i,-2.3,i,i,i,i,i,i,i
COc1ccc(C)cc1NC(=O)C1COc2ccccc2O1 (stereo unspecified),i,i,i,6.6,i,i,i,i,i,i,i
C=C1CSc2nc(=O)c3c4c(sc3n21)CCC4,i,i,i,-10.0,i,i,i,i,i,i,i
CCOC(=O)c1cccc(NS(=O)(=O)c2ccc(NC(C)=O)cc2)c1,i,i,i,-12.5,i,i,i,i,i,i,i
NC(N)=NC(N)=Nc1cccc(Cl)c1,i,i,i,8.5,i,i,i,i,i,i,i
COc1ccccc1CNC(=O)c1ccc(NS(C)(=O)=O)cc1,i,i,i,0.3,i,i,i,i,i,i,i
COc1ccccc1-c1cc(N)n[nH]1,i,i,i,3.9,i,i,i,i,i,i,i
COc1ccccc1C1C(C(C)=O)=C(C)N=c2s/c(=C\c3cc(OC)c(OC)c(OC)c3)c(=O)n21 (stereo unspecified),i,i,i,22.4,i,i,i,i,i,i,i
Cc1cccc(NS(=O)(=O)c2cc(C(=O)N3CCN(C)CC3)ccc2C)c1,i,i,i,1.3,i,i,i,i,i,i,i
CCc1cc(C(=O)NNC(=S)Nc2cccc(C)c2)cs1,i,i,i,-4.2,i,i,i,i,i,i,i
COc1ccc(C(=O)[C@H]2[C@H]3C(=O)N(c4ccccc4)C(=O)[C@H]3C3C=CC=NN32)cc1 (stereo partly specified),i,i,i,-0.1,i,i,i,i,i,i,i
Cc1cccnc1NC(N)=S,i,i,i,-1.9,i,i,i,i,i,i,i
O=CN(Cc1ccco1)C1(C(=O)NC2CCCCC2)CCCCC1,i,i,i,2.1,i,i,i,i,i,i,i
CSCCC(NC(=O)c1ccccc1)C(=O)N/N=C(\C)Cc1ccccc1 (stereo unspecified),i,i,i,/,i,i,i,i,i,i,i
N#CCNC(=O)c1nn2c(C(F)(F)F)cc(-c3ccccc3)nc2c1Br,i,i,i,-2.5,i,i,i,i,i,i,i
O=C(NCc1ccc(F)cc1)c1noc2c1CCCC2,i,i,i,-3.5,/,i,i,i,i,i,i
O=C(NNC(=S)Nc1ccc(Br)cc1)c1ccccc1Br,i,i,i,6.9,i,i,i,i,i,i,i
COc1ccccc1/C=C/C(=O)N1CCC(c2ccccc2)C1 (stereo unspecified),i,i,i,6.5,i,i,i,i,i,i,i
N#C/C(=C\C1=C(N2CCOCC2)C(=C\c2ccccc2)/CC1)C(=O)Nc1ccccc1F,i,i,/,17.0,i,/,/,i,i,/,i
O=C(NC(Nc1nc2ccccc2s1)(C(F)(F)F)C(F)(F)F)c1ccccc1,i,i,i,-1.0,i,i,i,i,i,i,i
CCOC(=O)c1c(C)[nH]c(C2=NNC(=NC(C)COC)SC2)c1C (stereo unspecified),i,i,i,10.7,i,i,i,i,i,i,i
COC(=O)c1sc2ncccc2c1OCc1ccc(Cl)cc1,i,i,i,-7.2,i,i,i,i,i,i,i
Cc1ccc(C)c(-n2c(CNC(=O)c3ccco3)nnc2SCC(=O)Nc2nccs2)c1,/,/,i,/,/,i,i,/,/,i,i
O=C(NC1CC1)C1CCN(C2CCN(C(=O)CSc3ccccc3)CC2)CC1,i,i,i,-1.8,i,i,i,i,i,i,i
Cc1cc(CNC(=O)Cn2cc([N+](=O)[O-])cn2)c2ccccc2n1,i,i,i,-2.9,i,i,i,i,i,i,i
COc1ccc(S(=O)(=O)N(CCC(N)=O)Cc2ccco2)cc1OC,i,i,i,-12.9,i,i,i,i,i,i,i
Cc1ccc(-n2ncc3c(NCc4cccnc4)ncnc32)c(C)c1,i,i,i,5.4,i,i,i,i,i,i,i
CCOC(=O)C(C)Oc1cccc2c(=O)n(CC(=O)N3CCCc4ccccc43)ccc12 (stereo unspecified),i,i,i,-1.4,i,i,i,i,i,i,i
COc1ccccc1NC(=S)N1CCN(C(c2ccccc2)c2ccccc2)CC1,i,i,i,0.4,i,i,i,i,i,i,i
COc1ccc(CN2CCNC(=O)C2CC(=O)N(C)CCCN2CCOCC2)cc1C (stereo unspecified),i,i,i,-8.6,i,i,i,i,i,i,i
Cc1cc2oc(C(=O)Nc3nonc3C)c(C)c2cc1C,i,i,i,-12.4,i,i,i,i,i,i,i
CN(CCOc1ccccc1)CC(=O)Nc1cccc(Br)c1,i,i,i,-11.4,i,i,i,i,i,i,i
Fc1ccccc1N=C1Nc2cccc3cccc1c23,i,i,i,-3.5,i,i,i,i,i,i,i
CSc1ccc(/C=C2\C(=N)N3N=C(CC(=O)N4CCCCC4)SC3=NC2=O)cc1,i,i,i,4.9,i,i,i,i,i,38*,i
Cc1[nH]n(-c2ccccc2)c(=O)c1N=Nc1cccc(C(=O)O)c1,i,i,i,10.7,i,i,i,i,i,i,i
CCN(CC)S(=O)(=O)c1cccc(C(=O)Nc2ccccc2)c1,i,i,i,-6.6,i,i,i,i,i,i,i
Cn1c(SCC(=O)N2CCCCC2)nc2c([nH]c3ccccc32)c1=O,i,i,i,-1.8,i,i,i,i,i,i,i
CCc1ccc(Sc2cc(C(=O)NCCN3CCOCC3)c3ccccc3n2)cc1,i,i,i,4.4,i,i,i,i,i,i,i
O=C(/C=C/c1cccs1)NC(=S)NNC(=O)Cc1cccs1,i,i,i,67.9*,i,i,i,i,i,47.5*,i
COc1ccc(CN2CCN(Cc3c[nH]c4ccccc34)CC2CCO)c(F)c1 (stereo unspecified),i,i,i,12.0,i,i,i,i,i,i,i
O=C(CN1C(=O)NC2(CCCc3ccccc32)C1=O)NCc1ccc(Cl)cc1Cl (stereo unspecified),i,i,i,12.3,i,i,i,i,i,i,i
CCn1c(=Nc2ccc(N3CCOCC3)cc2)ccc2ccccc21,i,i,i,-3.4,i,i,i,i,i,i,i
CNc1nc(Oc2ccc(=O)n(C)n2)nc(N2CCOCC2)n1,i,i,i,6.8,i,i,i,i,i,i,i
# (listing goes on)
SMILES,TRPC4 act,TRPC4 PAM,MrgX1 antag,SKKanGAS inh,TRPC4 inh,TMEM16A inh,MrgX1 PAM,TRPC6 activator,TRPC6 inh,MrgX1 agonist,TMEM16A act
COc1ccccc1N(C)S(=O)(=O)c1ccc(C(=O)OCC(=O)Nc2ccccc2F)cc1,i,i,i,-1.2,i,i,i,i,i,i,i
O=C(CC(Cc1ccccc1)c1ccco1)NC1CCCCC1 (stereo unspecified),i,i,i,-7.3,i,i,i,i,i,i,i
CS(=O)Cc1cc(Oc2ccccc2)nc(-c2ccncc2)n1 (stereo unspecified),i,i,i,-0.8,i,i,i,i,i,i,i
Cc1ccc(SCC(=O)NC(=O)Nc2ccc3c(c2)OCCO3)cc1C,i,i,i,2.7,i,i,i,i,i,i,i
CCOC(=O)c1c(C)nc(C(Cl)(Cl)Cl)nc1N,i,i,i,-4.2,i,i,i,i,i,i,i
NC1=C([N+](=O)[O-])C(c2ccc3c(c2)OCO3)C2=C(CCCC2=O)O1 (stereo unspecified),i,i,i,-0.5,i,i,i,i,i,i,i
COC(=O)c1nn(-c2ccccc2)c(=O)cc1O,i,i,i,-5.9,i,i,i,i,i,i,i
O=C(C(F)C(F)(F)F)N1CCN(c2ccccc2)CC1 (stereo unspecified),i,i,i,-3.5,i,i,i,i,i,i,i
Cc1c(C(N)=O)sc(N)c1C(=O)OC(C)C,i,i,i,3.7,i,i,i,i,i,i,i
COc1ccc(N2CCN(C(=O)CCc3ccccc3)CC2)cc1,i,i,i,-5.0,i,i,i,i,i,i,i
